# Mtb FBA inh: Mtb FBA enzyme inhibitors, primary screen, biochemical, fluorescence, strain H37Rv; purified M. tuberculosis FBA, fluorescence read-out; 2.3% of 360,000 active; inhibition, % at 1 µM; in the data active means inhibition above about 27%;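 further: 0% = vehicle and 100% = reference inhibitor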
# Target sequence (P9WQA3 whole entry, looked up): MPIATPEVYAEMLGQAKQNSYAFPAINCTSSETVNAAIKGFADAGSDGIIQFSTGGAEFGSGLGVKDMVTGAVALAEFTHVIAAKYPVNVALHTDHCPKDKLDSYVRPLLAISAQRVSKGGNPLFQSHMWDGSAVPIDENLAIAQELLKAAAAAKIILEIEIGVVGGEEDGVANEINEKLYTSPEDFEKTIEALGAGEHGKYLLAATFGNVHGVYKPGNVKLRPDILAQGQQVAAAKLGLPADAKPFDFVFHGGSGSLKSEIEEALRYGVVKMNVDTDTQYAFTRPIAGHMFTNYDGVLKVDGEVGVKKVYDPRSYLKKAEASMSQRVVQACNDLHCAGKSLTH
# Rv3671c protease: Rv3671c serine protease inhibitors, primary screen, biochemical, fluorescence polarization, M. tuberculosis H37Rv; P9WHR9; inhibition, % at 5.96 µM; 0.048% of 320,000 active; in the data active means inhibition above about 38%;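 further: extracellular domain of Rv3671c used as enzyme; 0% = enzyme with DMSO and 100% = no enzyme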
# BioA inh: M. tuberculosis BioA enzyme inhibitors, primary screen, biochemical, plate reader, single point, HTS | purified M. tuberculosis BioA enzyme | inhibition, % at 9.99 µM | 0.096% of 360,000 active; in the data active means inhibition above about 40%
# Mtb UGM inh: M. tuberculosis UGM enzyme inhibitors, primary screen, biochemical, fluorescence polarization, single point; UDP-galactopyranose mutase (Mycobacterium tuberculosis (strain ATCC 25618 / H37Rv)), …; purified UGM, fluorescence polarization probe displacement; inhibition, % at 10 µM; 0.06% of 320,000 active; AID 504406, 2011; in the data active means inhibition above about 10%, passing the limit was not always enough
# Target sequence (P9WIQ1 whole entry, looked up): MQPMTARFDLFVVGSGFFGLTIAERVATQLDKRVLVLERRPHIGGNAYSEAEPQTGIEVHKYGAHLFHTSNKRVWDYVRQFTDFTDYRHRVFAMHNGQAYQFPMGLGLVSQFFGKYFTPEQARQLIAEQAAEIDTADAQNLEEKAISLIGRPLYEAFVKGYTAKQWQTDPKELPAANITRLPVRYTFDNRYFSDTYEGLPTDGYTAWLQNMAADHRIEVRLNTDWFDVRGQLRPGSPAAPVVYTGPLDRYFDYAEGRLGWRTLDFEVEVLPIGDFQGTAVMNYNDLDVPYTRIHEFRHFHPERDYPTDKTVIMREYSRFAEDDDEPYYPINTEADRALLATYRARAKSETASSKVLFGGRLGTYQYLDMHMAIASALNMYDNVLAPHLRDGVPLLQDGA
# PriA SSB inh: inhibitors of Klebsiella pneumoniae PriA binding to SSB C-terminal tail, primary screen, biochemical, AlphaScreen. PriA–SSB C-terminal tail interaction (Klebsiella pneumoniae). AlphaScreen SSBct-PriA binding, biotinylated peptide. inhibition, % at 33 µM. 0.6% of 430,000 active. AID 1272365, 2023; in the data active means inhibition mostly above about 37%, no sharp cut-off; inactive means mostly below about 20%;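 further: plate controls were negative control peptide for no effect and reference peptide for full effect; strong numbers were not always called active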
# DUSP3 inh: VHR1 phosphatase inhibitors, primary screen, biochemical, absorbance, uHTS; Dual specificity protein phosphatase 3 (Homo sapiens), P51452; recombinant VHR phosphatase, pNPP absorbance; inhibition, % at 13.3 µM; 0.52% of 290,000 active; in the data active means inhibition above about 50%; further: some compounds called inactive have numbers as strong as hits
# Target sequence (P51452 whole entry, looked up): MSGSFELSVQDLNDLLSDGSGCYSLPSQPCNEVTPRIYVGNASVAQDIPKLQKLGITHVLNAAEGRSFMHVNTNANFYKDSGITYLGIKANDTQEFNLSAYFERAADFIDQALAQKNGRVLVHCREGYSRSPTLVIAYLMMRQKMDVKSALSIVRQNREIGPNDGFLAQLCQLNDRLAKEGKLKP
# BH1578 lux ind: inducers of Vibrio cholerae quorum light production without autoinducers, primary screen, BH1578 luxS cqsA deficient, single point | activation, % at 18.7 µM | V. cholerae BH1578 lux reporter, luminescence, 6 h | AID 588436, 2011 | 0.16% of 350,000 active; in the data active means activation mostly above about 9.7%, no sharp cut-off; further: not every result past the cut was called active; inactives centre near 0; reference of the scale not given here
# 3CLpro inhibitor: SARS-CoV 3CLpro protease inhibitors, primary screen, biochemical, quenched FRET; recombinant SARS-CoV 3CLpro, quenched FRET peptide cleavage; Replicase polyprotein 1ab (Severe acute respiratory syndrome coronavirus), P0C6X7; inhibition, % at 6 µM; 0.14% of 290,000 active; AID 1706, 2009; in the data active means inhibition above about 12%
# MazEF act: activators of E. coli MazEF toxin-antitoxin RNase, primary screen, biochemical, fluorescence, uHTS | FAM/BHQ RNA-DNA oligo cleavage fluorescence, 5 h | Endoribonuclease toxin MazF (Escherichia coli (strain K12)), P0AE70 | activation, % at 20 µM | 0.32% of 350,000 active | AID 504720, 2011; in the data active means activation above about 50%
# Target sequence (P0AE70 whole entry, looked up): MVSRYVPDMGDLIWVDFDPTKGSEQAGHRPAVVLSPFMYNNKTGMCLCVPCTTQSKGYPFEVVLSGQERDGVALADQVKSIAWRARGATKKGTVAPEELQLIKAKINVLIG
# GDH-TPI inh: GDH-TPI coupling enzyme inhibitors, primary screen, artefact control for M. tuberculosis FBA inhibitor project, biochemical, absorbance, full deck | GDH-TPI coupled enzyme counterscreen, NADH absorbance | inhibition, % at 4.8 µM | 1.2% of 360,000 active | AID 588335, 2011; in the data active means inhibition above about 30%;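 further: 0% = DMSO wells and 100% = wells lacking the enzyme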
# Starred values were filed as active, the others as inactive; i = inactive; nt = no result given.
SMILES,Mtb FBA inh,Rv3671c protease,BioA inh,Mtb UGM inh,PriA SSB inh,DUSP3 inh,BH1578 lux ind,3CLpro inhibitor,MazEF act,GDH-TPI inh
Cc1[nH]nc2c1C(c1cccs1)C1=C(CC(C)(C)CC1=O)N2 (centres undefined),8,4,nt,-6.7,-8,44,-0.7,-4,2,1
CS(=O)(=O)NNC(=O)c1csc(Cc2c(Cl)sc3ccc(Cl)cc23)n1,0,2,nt,0.5,-5,10,-0.5,-7,36,3
CCn1c(SCC(=O)Nc2ccc(F)cc2)nnc1-c1cnccn1,0,8,-0.9,2.3,-13,11,-0.2,-6,8,12
Cc1ccc(CN2C(=O)CSC2c2ccccc2F)cc1 (centres undefined),1,1,-1.0,1.3,-13,nt,-1.4,-2,-2,0
COc1ccc(/C=C/C(=O)OCC(=O)N2CCCC2)c(OC)c1,3,-11,0.2,2.9,-3,nt,1.0,nt,6,18
O=C(CCCn1c(SCC(=O)Nc2ccccc2C(F)(F)F)nc2ccccc2c1=O)NCC1CCCO1 (centres undefined),1,-7,-5.0,0.0,1,15,i,-3,7,5
Cc1ccc(-c2cc(-c3cccs3)[nH]n2)c(O)c1,-1,1,nt,3.1,-2,23,-4.5,0,5,13
CC(NC(=O)CSc1nnc2n1CCCCC2)c1ccccc1Cl (centres undefined),0,4,-0.7,0.8,2,nt,-0.2,nt,1,-3
O=C(NCc1ccccc1F)c1ccc2ccccc2n1,-1,-7,0.0,4.0,-23,7,-0.4,-3,1,-5
COc1cc2c(cc1OC)C(C(=O)NCCN1CCOCC1)C1c3ccccc3CCN1C2=O (centres undefined),-3,4,1.1,-1.8,-11,34,-0.2,1,3,-4
O=c1cc(CN2CCCCCC2)nc2sccn12,12,-5,nt,-1.0,-9,10,-0.5,4,-12,4
CCN(CC)CCCNC(=S)N1CCn2c(nc3ccccc32)C1,-1,3,nt,-1.2,6,15,i,3,4,18
CCOC(=O)c1c(C)[nH]c(C(=O)CN2C(=O)C(=O)N(CC(C)C)C2=O)c1C,0,-5,nt,2.5,1,5,0.4,3,12,4
CC(Oc1ccc(C(C)(C)C)cc1)C(=O)NC1CC(C)(C)NC(C)(C)C1 (centres undefined),2,2,-0.8,0.3,-3,2,i,-7,5,2
O=C(O)/C=C/c1ccc(S(=O)(=O)N(CCO)CCO)cc1,3,2,nt,-1.7,4,25,i,-2,-3,-5
Cn1c(CO)cnc1SCC(=O)c1ccc(F)cc1,0,-4,-0.4,-3.7,1,12,-0.9,-1,-7,3
C/C(=N\NC(=O)c1ccncc1)c1cc2ccccc2o1,4,1,-0.9,-3.5,nt,-10,i,-1,2,17
Cc1cccc(NC(=O)N2CCCC2C(=O)NCc2cccs2)c1 (centres undefined),0,0,-2.2,-1.8,-3,3,-0.6,4,9,-6
COc1ccc(N(C(=O)CNC(=O)c2cccs2)C(C(=O)NC2CCCC2)c2ccncc2)cc1 (centres undefined),1,0,-1.6,1.0,-9,40,-0.1,5,-1,4
Cc1cc(NC(=O)CCC(=O)N(CCC(C)C)C(C(=O)NC2CCCC2)c2cccnc2)no1 (centres undefined),0,-7,-22,1.1,-17,36,i,4,-1,10

# Five of these compounds, set out differently:
# Below each SMILES: Mtb FBA inh, Rv3671c protease, BioA inh, Mtb UGM inh, PriA SSB inh, DUSP3 inh, BH1578 lux ind, 3CLpro inhibitor, MazEF act, GDH-TPI inh
O=C(O)/C=C/c1ccc(S(=O)(=O)N(CCO)CCO)cc1
  3, 2, nt, -1.7, 4, 25, i, -2, -3, -5
Cn1c(CO)cnc1SCC(=O)c1ccc(F)cc1
  0, -4, -0.4, -3.7, 1, 12, -0.9, -1, -7, 3
C/C(=N\NC(=O)c1ccncc1)c1cc2ccccc2o1
  4, 1, -0.9, -3.5, nt, -10, i, -1, 2, 17
Cc1cccc(NC(=O)N2CCCC2C(=O)NCc2cccs2)c1 (centres undefined)
  0, 0, -2.2, -1.8, -3, 3, -0.6, 4, 9, -6
COc1ccc(N(C(=O)CNC(=O)c2cccs2)C(C(=O)NC2CCCC2)c2ccncc2)cc1 (centres undefined)
  1, 0, -1.6, 1.0, -9, 40, -0.1, 5, -1, 4

# (listing goes on)
SMILES,Mtb FBA inh,Rv3671c protease,BioA inh,Mtb UGM inh,PriA SSB inh,DUSP3 inh,BH1578 lux ind,3CLpro inhibitor,MazEF act,GDH-TPI inh
COc1ccc(NS(=O)(=O)c2cc(OC)ccc2NC(=O)c2cc(C)oc2C)cc1,-1,-15,2.2,2.2,17,-1,nt,10,-3,-6
COC(=O)CN(C(=S)Nc1ccc(Cl)cc1)C1CC(=O)N(c2ccc(OC)cc2)C1=O (centres undefined),-4,-7,5.0,-2.3,0,15,-0.2,5,5,9
O=C(Nc1ccc(Cc2ccncc2)cc1)C1CCC(N2C(=O)C3CCCCC3C2=O)CC1 (centres undefined),0,5,nt,-0.9,2,14,i,2,-1,3
NS(=O)(=O)c1cccc(NC(=O)c2cccc(N3C(=O)c4ccccc4C3=O)c2)c1,-2,-1,0.2,2.1,0,nt,-0.9,nt,3,6
Cc1ccc(C(=O)N2CCN(c3ncccn3)CC2)c(C)c1,1,-12,-0.7,5.9,-9,25,-2.8,2,-4,7
COc1ccc(/C=N/N2C(=O)C3C4C=CC(C4)C3C2=O)cc1[N+](=O)[O-] (centres undefined),0,0,-0.8,0.5,nt,1,2.7,8,5,12
COc1ccc(CCNC(=O)CSc2ccc(-c3ccco3)nn2)cc1OC,-6,5,nt,-3.5,2,34,i,-3,8,-3
CC1=NN(c2ccccc2)C(=O)C1N=Nc1ccc(S(N)(=O)=O)cc1 (centres undefined),-3,-8,-0.8,-0.1,-12,10,-0.6,-1,18,12
COc1ccccc1-c1c(C(F)(F)F)oc2cc(OCC(=O)Nc3ccccc3C(F)(F)F)ccc2c1=O,7,-4,-1.3,0.1,7,14,2.0,3,-4,-3
O=C(CSc1nnnn1-c1ccccc1)NC(=O)Nc1ccc2c(c1)OCCO2,3,-21,nt,3.1,-6,-4,i,3,8,5
Cc1ccc(-c2nnn(CC(=O)N3CCN(c4ccccc4)CC3)n2)o1,-1,-2,nt,-0.7,3,22,i,1,-10,18
Cc1ccc(Oc2ccccc2/C=C2\SC(=O)N(C)C2=O)cc1,0,-9,-1.0,-2.3,0,12,i,7,-6,14
CCCCC1=CC2=CC(=O)C(C)(OC(=O)c3cccs3)C(=O)C2=CO1 (centres undefined),2,0,0.3,2.7,-1,nt,i,nt,-23,14
CC(=O)NN1C(=O)/C(=C\c2ccc(C)cc2)SC1=S,-1,-2,-0.8,3.0,4,12,-1.0,0,3,23
CCN(C(=O)COC(=O)C1=COCCO1)c1c(N)n(Cc2ccccc2)c(=O)[nH]c1=O,-3,nt,-0.6,nt,-12,nt,i,nt,-5,5
COc1ccc2c(ccc[n+]2CC(=O)c2ccccc2)c1,26,nt,1.1,-1.7,2,34,i,-3,-47,13
c1ccc(C2[C@H]3CN(Cc4cccnc4)[C@H](c4ccccc4)C34CC2(c2ccccc2)C4)cc1 (some centres undefined),-1,-3,-0.6,0.2,16,4,0.7,nt,-12,-1
COc1cc(NC(=O)C2CCCCN2)ccc1OCC(C)C (centres undefined),5,-6,1.2,-1.9,-5,-2,nt,2,1,5
CC1(C(=O)NC2CCN(Cc3ccccc3)CC2)CCN1CCc1ccccc1 (centres undefined),0,nt,1.1,nt,nt,nt,i,nt,nt,4
CCOC(=O)/C(C#N)=C1/SC(CCO)C(=O)N1c1ccccc1 (centres undefined),1,-1,0.7,0.0,2,-1,0.5,-1,8,11
O=C(NCc1ccc2c(c1)OCO2)C(=O)NCC1OCCCN1S(=O)(=O)c1ccccc1 (centres undefined),0,nt,-2.5,nt,nt,nt,i,nt,-8,6
CCC1(CC)C(=O)NC(=O)NC1=NCCc1ccc(O)cc1,-1,2,-2.5,-1.5,-15,-7,-0.8,-3,5,3
COCCOC(=O)c1c(C)oc2ccc(NS(=O)(=O)c3ccc(C(=O)O)cc3)cc12,0,-2,-1.5,2.9,-6,-8,0.4,nt,-25,3
CCOC(=O)N1CCN(C(=O)Cn2c(=O)sc3ccccc32)CC1,-2,-7,0.4,-0.6,-16,15,0.3,-3,4,-2
CCOc1ccc(NC(=O)CC2C(=O)N(c3cccc(OC)c3)C(=O)N2C(C)C)cc1 (centres undefined),3,3,1.1,-3.3,-6,3,-2.5,4,1,10
COc1ccc(NC(=O)CSc2cccc3cccnc23)c(OC)c1,-1,-6,1.0,-1.8,-1,-7,i,0,-4,-2
CCn1cc(Br)c(C(=O)Nc2cccc(Cl)c2)n1,-1,11,0.8,1.0,-12,-4,i,-2,-13,16
CCN1CCN(c2ccccc2NC(=O)C(C)Oc2ccc(C(C)=O)cc2)CC1 (centres undefined),-1,-6,0.6,-1.4,8,nt,-0.4,nt,-1,7
COc1ccc2[nH]c(O)c(NC(C)=O)c2c1,2,-3,-0.3,-4.2,-7,-6,i,4,-16,3
CCc1nn2c(=O)cc(COc3ccc(/C=C4\C(=N)N5N=C(C)SC5=NC4=O)cc3)nc2s1,6,5,0.4,1.5,2,25,0.4,3,12,1
Cc1ccc(NC(=S)NCc2ccccc2Cl)c(C)c1,0,3,nt,0.2,-8,8,-0.2,2,-4,-7
CC(/C=C/c1ccc(N(C)C)cc1)=N\N=C1\NC(=O)CC(C(=O)Nc2ccccc2)S1 (centres undefined),-4,7,nt,-3.4,nt,-3,-0.4,4,-40,29
CSCCC(Nc1ccc(S(=O)(=O)N2CCOCC2)cc1[N+](=O)[O-])C(=O)OCC(=O)N(C(C)C)C(C)C (centres undefined),-2,5,nt,-1.5,-3,-3,-0.3,1,-1,-5
O=C(COC(=O)Cc1ccc(S(=O)(=O)N2CCOCC2)s1)NCCc1ccccc1,1,2,-1.3,0.7,0,19,-0.7,3,-4,8
Nc1ccc(S(=O)(=O)c2ccccc2)nc1,1,2,7.0,0.8,-13,16,i,-4,-7,0
CC(C)OCCCNC(=S)N1CCC(C(=O)c2ccc(F)cc2)CC1,-1,nt,0.3,nt,nt,nt,i,nt,5,2
CC1(C)Cc2c(sc3c2c(=N)n(Cc2ccco2)c(=O)n3Cc2ccc(Cl)cc2)CO1,6,-4,0.9,2.9,-8,26,-0.6,-3,-10,-7
COc1ccc(-c2cc3c(=O)n(CC(=O)NCCCN4CCC(Cc5ccccc5)CC4)ncn3n2)cc1,5,-10,0.1,0.6,0,7,-0.3,-14,28,7
O=C(Nc1ccc(O)cc1)c1ccc(C(=O)c2ccccc2)o1,1,-1,0.3,-3.9,0,-18,i,-1,2,21
C=CCOc1ccc(/C=C/C(=O)OCC(=O)N(C)CC(=O)Nc2ccc(F)cc2)cc1,-1,-2,-3.8,-0.4,-3,nt,i,nt,2,12
Cc1nc(N)nc(N(C)c2ccccc2)c1Br,-1,nt,0.6,nt,-15,nt,i,nt,-2,5
O=C(/C=C/c1ccccc1)NNC(=O)c1cccc(Cl)c1,3,-3,nt,0.5,-13,18,-0.3,-10,-2,-2
CCN(CC)S(=O)(=O)c1cccc(-c2nnc(SCC(N)=O)n2CCc2ccccc2)c1,1,-1,2.3,-1.5,-5,13,-0.7,1,3,-3
Cc1ccc(S(=O)(=O)CC(=O)N2CCCC2)cc1,1,5,-3.0,3.4,-6,48,0.6,-2,6,7
CCOc1ccc(NC(=NCc2ccc3c(c2)OCO3)SC2CC(=O)N(c3ccc(OCC)cc3)C2=O)cc1 (centres undefined),-2,-9,0.7,-2.1,-1,18,-0.1,-1,-15,5

# Bioassay records from PubChem.

# Only part of the results is shown, so the mix of outcomes need not match the whole.
